# Screening data from PubChem BioAssay.
# ERK EGF block: blocks ERK signaling stimulated by EGF. actives 0.41% (n = 130,000). Potency, µM (titrated, usually from 11.5 µM), for the others: at the top dose activity change, negative = inhibition, most hits filed as inhibitors. HEK293-V1b, EGF-stimulated phospho-ERK AlphaScreen. AID 1454; active = well fitted inhibition curve with a large enough effect; inconclusive = small, poorly fitted or top-dose-only effect, or effect the other way;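 note: plate controls were stimulated vehicle wells for no effect and unstimulated vehicle basal for full effect; nearly all actives have a fitted effect of over 55% in size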
#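 Cell line HEK293 (stable V1b), low serum overnight. Pretreatment: compound 30 min, 37C. EGF 25 nM, 5 min. Detection: SureFire AlphaScreen, 5 h RT. AC50 via standard Hill equation.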
# * = called active by the depositor; u = inconclusive; [ ] = dose if it differs, or a comment. Potency is the fitted concentration of half-maximal effect. Only part of the results is shown; the hit share may differ from the screen's.
SMILES,ERK EGF block
Cc1c(NS(=O)(=O)c2cc(C(=O)OCC(=O)N3CCC(C)CC3)ccc2Cl)c(=O)n(-c2ccccc2)n1C,0%
O=C(O)c1cccc(-n2cccc2/C=C2\NC(=O)N(Cc3ccc(F)cc3)C2=O)c1,2%
COc1cc(NC(=O)c2cccc([N+](=O)[O-])c2C)ccc1NC(=O)c1ccco1,10%
CC1(c2ccc(OCC#N)cc2)C=C(c2ccc(OCC#N)cc2)n2nc(C(F)(F)F)nc2N1 (stereo not drawn),2%
CCC1CN(C)C2Cc3c([nH]c4ccccc34)C(=O)CC1C2C(=O)OC (stereo not drawn),4%[57.5 µM]
COc1ccc(S(=O)(=O)Nc2nc3c(s2)CCCC3)cc1,-6%
COc1ccc(CNC(=O)C(=O)NC2CCC(C)CC2)cc1 (stereo not drawn),-1%
N/C(=N\OC(=O)CCCC(=O)O)c1ncc(C(F)(F)F)cc1Cl,-8%
COc1ccc(CC(=O)N2CCN=C2SCc2cccc([N+](=O)[O-])c2)cc1,3%
CC(=O)c1cccc(CN2CCN(Cc3ccc(F)cc3)C(CCO)C2)c1 (stereo not drawn),-10%
COc1cc(OC)c2c(-c3ccccc3)cc(=O)oc2c1,4%[57.5 µM]
N=c1n(CCN2CCCCC2)c2ccccc2n1CC(=O)c1ccc(Cl)c(Cl)c1,28µM*
NS(=O)(=O)c1ccc(CNC(=O)c2ccccn2)cc1,4%[57.5 µM]
COc1ccc(-c2ccnc(SCC(=O)N3CCN(c4ccccc4)CC3)n2)cc1,-2%[57.5 µM]
O=c1c(Cl)c(N2CCNCC2)cnn1C12CC3CC(CC(C3)C1)C2,-4%
Cc1cc(N(CC(=O)NC2CC2)S(C)(=O)=O)ccc1Br,7%
COc1cc(NC(=O)CCn2c(=O)[nH]c3ccsc3c2=O)cc(OC)c1,4%
COc1ccc(-c2nc(N)n(C(=O)c3ccc(C)cc3)n2)cc1,1%
O=C(O)c1ccc(Nc2ncc([N+](=O)[O-])cc2[N+](=O)[O-])cc1,-17%
CC1CC(C)CN(S(=O)(=O)N2CCC(C(=O)NCCC3=CCCCC3)CC2)C1 (stereo not drawn),-13%
O=C(Cn1nnc2ccccc21)Nc1ccc([N+](=O)[O-])cc1,-8%[57.5 µM]
CC(C)N(C(=O)CO/N=C/c1cccc([N+](=O)[O-])c1)C(C)C,7%
Nn1c(SCc2ccccc2F)nnc1-c1ccncc1,-6%[57.5 µM]
Cc1cc(F)ccc1NCc1ccccc1[N+](=O)[O-],u
COc1cc2c(cc1OC)C1(CCCCC1)CN(C)C2,3%[57.5 µM]
Cc1cccc(COCC(Cc2ccccc2)N2CCN(C(=O)c3cccc(C)c3)CCC2=O)c1 (stereo not drawn),-5%
CCN(C(=O)COc1ccccc1)C1CCCCC1,-1%
CCCCCC[C@@H](O)C/C=C\CCCCCCCC(=O)O,-1%
CC1CC2=C(C(=O)O1)C(C)Nc1ccccc1N2 (stereo not drawn),-3%
NS(=O)(=O)c1ccc(CNC(=O)CCSCCC(=O)NCc2ccc(S(N)(=O)=O)cc2)cc1,-15%
CC(C)N(C(=O)C[n+]1ccsc1N)c1ccccc1,-2%[57.5 µM]
CN(CC(=O)Nc1ccccc1Cl)CC(=O)Nc1ccccc1[N+](=O)[O-],4%
COc1ccc(C(=O)NNC(=O)c2ccncc2)cc1,2%
NC1=NC[C@H](CC2CCCCC2)N1CCc1cc(C(F)(F)F)cc(C(F)(F)F)c1,-7%[57.5 µM]
Cc1cc(C(=O)CN2C(=O)NC3(CCCCC3)C2=O)c(C)n1C,0%
Cc1cc(NC(=O)CCC(=O)N(CC(=O)NCC2CCCO2)c2ccccc2C)no1 (stereo not drawn),-6%
O=c1cc(NS(=O)(=O)c2ccccc2)nc(SCc2ccc(Cl)cc2)[nH]1,23%
CCN(CC)S(=O)(=O)c1ccc(C)c(NC(=O)COc2ccc(Br)cc2Cl)c1,6%
COc1cc(OC)c(NC(=S)NCc2ccccc2)cc1Cl,4%[57.5 µM]
O=C(COC(=O)c1cccnc1Cl)NCCC1=CCCCC1,-1%
Cc1ccc2nc(NCc3ccccc3)c(C#N)cc2c1,12%[57.5 µM]
Cc1ccc(-n2nnnc2SCC(=O)NC(C(=O)O)(c2ccccc2)c2ccccc2)cc1C,-2%[57.5 µM]
O=C(O)c1ccc(N2CCOCC2)c(N2C(=O)C3C4C=CC(C4)C3C2=O)c1 (stereo not drawn),11%
O=C(CC1C(=O)N(Cc2ccccc2)C(=S)N1CCN1CCOCC1)Nc1ccc(F)cc1 (stereo not drawn),-7%
O=C(O)CSc1nnc(-c2cccc(S(=O)(=O)N3CCOCC3)c2)n1-c1cccc(Cl)c1,-14%[57.5 µM]
COc1ccc(NC(=O)c2ccc(-n3cncn3)c([N+](=O)[O-])c2)cc1,4%
CCN(CC)C(=O)CSc1nc2cc3c(cc2c(=O)n1Cc1ccc(OC)cc1)OCO3,-12%
CC(=O)c1cnc2c(-c3ccc(Cl)cc3)c(C)nn2c1C,14%
COc1ccc2c(c1)C=C(C(=O)OCc1cccnc1)CO2,5%
CN(C)CC(C)(C)CN=Cc1c(O)[nH]c2ccccc12,8%[57.5 µM]
COC(=O)c1nnn(CC(=O)NC(=O)Nc2cccc(Cl)c2C)c1C(=O)OC,-2%
C=CCn1cc(C(=O)OCC)c(=O)c2ccc(F)cc21,-6%
CC(=O)NC(c1ccccc1)c1c(O)ccc2ccccc12 (stereo not drawn),-4%
CC(=O)N(C1=C(N)C(=O)c2ccccc2C1=O)C(C)C,-5%
C=CCNc1nc2c(c(=O)n(C)c(=O)n2C)n1CC(=C)C,u
CN(C)c1ccc(C(CNC(=O)c2ccc(C#N)cc2)c2c[nH]c3ccccc23)cc1 (stereo not drawn),3%
O=C1CN(C(=O)COc2ccccc2F)c2ccccc2N1,5%
CC(Oc1ccc(F)cc1)C(=O)NN (stereo not drawn),3%
COCCNC(=S)N/N=C(\C)c1ccc(Cl)c(Cl)c1Cl,-5%
CCN1CCCc2cc(CN(CCN3CCOCC3)C(=S)Nc3ccc(C)cc3)ccc21,u

# (next part)
SMILES,ERK EGF block
Cc1ccc(NC(=O)Nc2nnc(Cc3ccc([N+](=O)[O-])cc3)s2)cc1C,14%
COCC(=O)Nc1nnc(COc2ccc(Cl)cc2)s1,-8%
O=C(NC1CCCC1)C(c1ccccc1)N(Cc1ccco1)C(=O)Cc1cccs1 (stereo not drawn),-2%
N#C/C(=C\c1c(N2CCCCCC2)nc2ccccn2c1=O)C(=O)NCc1ccco1,-4%[57.5 µM]
O=C(CCNC(=O)c1ccccc1Cl)OCC(=O)c1ccccc1,-1%
COc1ccccc1C(CCN(Cc1ccccc1)C(C)=O)c1ccco1 (stereo not drawn),-6%[57.5 µM]
O=C(O/N=C1\C(=O)N(c2ccccc2)c2ccccc21)C1CC1,5%
COc1ccc(/C(O)=C2/C(=O)C(=O)N(CCN3CCOCC3)C2c2cccnc2)cc1OC (stereo not drawn),0%
CC(C)[C@H](NC(=O)c1ccccc1)C(=O)OCC(=O)c1ccccc1F,26%
CCn1c(SCC(=O)Nc2ccc(C(=O)OC)cc2)nc2cccnc21,8%
CCCC(C(=O)NCc1ccco1)N(C(=O)CNS(=O)(=O)c1ccccc1)c1ccc(OC)cc1 (stereo not drawn),3%
Cc1ccc(/C=N/NC(=O)CNC(=O)COc2ccc(Cl)cc2)o1,-5%
O=C(CCN1C(=O)c2ccccc2C1=O)Nc1nc2ccccc2s1,11%
CCCN1C/C(=C/c2ccc3c(c2)OCO3)C(=O)/C(=C/c2ccc3c(c2)OCO3)C1,2%
CCOC(=O)c1cc(-c2ccccc2)sc1N,8%
CC(=O)Nc1ccc(NC(=O)Nc2cccc(C)c2C)cc1,3%
COc1cc2nc(CN3CCOCC3)n(CC(=O)N3CCCCCC3)c(=O)c2cc1OC,2%[57.5 µM]
COc1cc(C(c2sc3nc(C)nn3c2O)N2CC(C)CC(C)C2)cc(OC)c1OC (stereo not drawn),10%
Cc1ccc(C(NC(=O)/C=C\c2ccc3c(c2)OCO3)C(=O)Nc2ccc3c(c2)OCO3)cc1 (stereo not drawn),2%
O=C(N/N=C/c1cccc(OCC(=O)N2CCCC2)c1)C(=O)Nc1ccccc1F,0%

# Quoted from above for reference:
SMILES,ERK EGF block
Cc1ccc(NC(=O)Nc2nnc(Cc3ccc([N+](=O)[O-])cc3)s2)cc1C,14%
COCC(=O)Nc1nnc(COc2ccc(Cl)cc2)s1,-8%
O=C(NC1CCCC1)C(c1ccccc1)N(Cc1ccco1)C(=O)Cc1cccs1 (stereo not drawn),-2%
N#C/C(=C\c1c(N2CCCCCC2)nc2ccccn2c1=O)C(=O)NCc1ccco1,-4%[57.5 µM]
O=C(CCNC(=O)c1ccccc1Cl)OCC(=O)c1ccccc1,-1%
COc1ccccc1C(CCN(Cc1ccccc1)C(C)=O)c1ccco1 (stereo not drawn),-6%[57.5 µM]
O=C(O/N=C1\C(=O)N(c2ccccc2)c2ccccc21)C1CC1,5%
COc1ccc(/C(O)=C2/C(=O)C(=O)N(CCN3CCOCC3)C2c2cccnc2)cc1OC (stereo not drawn),0%
CC(C)[C@H](NC(=O)c1ccccc1)C(=O)OCC(=O)c1ccccc1F,26%
CCn1c(SCC(=O)Nc2ccc(C(=O)OC)cc2)nc2cccnc21,8%
CCCC(C(=O)NCc1ccco1)N(C(=O)CNS(=O)(=O)c1ccccc1)c1ccc(OC)cc1 (stereo not drawn),3%
Cc1ccc(/C=N/NC(=O)CNC(=O)COc2ccc(Cl)cc2)o1,-5%
O=C(CCN1C(=O)c2ccccc2C1=O)Nc1nc2ccccc2s1,11%
CCCN1C/C(=C/c2ccc3c(c2)OCO3)C(=O)/C(=C/c2ccc3c(c2)OCO3)C1,2%

# Other records follow:
SMILES,ERK EGF block
CCn1c(SCC(=O)Nc2ncc(C(F)(F)F)cc2Cl)nnc1-c1ccccc1,18%
CCN(C(=O)CN1CCN(c2cccc(C(F)(F)F)c2)CC1)c1c(N)n(Cc2ccccc2)c(=O)[nH]c1=O,-3%
CCc1nn(CC(=O)NCCCN(CC)CC)c(=O)c2cc3sc(C)cc3n12,9%[57.5 µM]
COC(=O)CCCNc1ncccc1[N+](=O)[O-],-5%
Cc1ccccc1NS(=O)(=O)c1ccc(C(=O)OCC(=O)NCC(C)C)cc1,-5%
Fc1cccc(Cn2cc(C(=S)N3CCOCC3)c3ccccc32)c1,-5%
COc1cccc(C(C(=O)NC2CCCC2)N(C(=O)c2ccco2)c2ccc(-n3cnnn3)c(C)c2)c1OC (stereo not drawn),-4%
COc1ccc(NC(=O)Cn2ncc(Cl)c(Cl)c2=O)cc1S(=O)(=O)N1CCOCC1,-7%
CC(C)C[C@H](NC(=O)[C@H](O)[C@H](N)Cc1ccccc1)C(=O)O,-2%
O=C(COC(=O)c1cccnc1Cl)Nc1ccc2c(c1)OCCO2,6%
Cc1noc(C)c1-c1nc(Nc2ccncc2)c2ccccc2n1,30%
CCCCc1c(C)nc2ccc(Br)cc2c1SC(N)N,4%
COc1ccc(NS(=O)(=O)c2cnc[nH]2)cc1,-3%
C=C1CC23C[C@H]4[C@@H]5[C@@]6(C)C[C@H](OC(=O)c7ccccc7)[C@@H](OC(C)=O)[C@]57[C@@H]2[C@@H](OC(C)=O)[C@H]1[C@@H](O)[C@H]3[C@H]7N4C6,4%[25.7 µM]
CCc1cc(C(c2ccncc2)N2CCN(C)CC2)c(NC(=O)c2ccccc2)s1 (stereo not drawn),0%
COC(=O)CNC(=O)c1cc(OC)cc(OC)c1,-11%
COC(=O)c1ccc(CSc2n[nH]c(-c3ccccc3)n2)o1,-1%
CCN(CC)S(=O)(=O)c1ccc(F)c(C(=O)NCCC(C)C)c1,8%
Cc1onc(-c2ccccc2Cl)c1C(=O)N1CCOC12CCN(c1cccc(F)n1)CC2,30%
CCOC(=O)C1CCCN(C(=O)CSc2ccccc2)C1 (stereo not drawn),4%
CN(C(=O)c1cccc(Nc2ccc(-c3ccc4c(c3)OCCO4)nn2)c1)C1CCCCC1,-4%
CSc1nc2n(n1)C(c1cccs1)C1=C(CCCC1=O)N2 (stereo not drawn),-3%[57.5 µM]
O=C(Nc1ccc(F)cc1)C(Sc1nc2ccccc2[nH]1)c1ccccc1 (stereo not drawn),2%
COC(=O)C1=C(C)N(C(C)c2ccccc2)C(=O)/C1=C\c1ccco1 (stereo not drawn),u
O=C(CSc1nnc(-c2c[nH]c3ccccc23)o1)N(Cc1ccccc1)c1ccc(F)cc1,2%
COc1ccc(CNC(=O)CCS(=O)(=O)Cc2cccc(Cl)c2)c(OC)c1,0%
O=C(NCc1ccc(C(F)(F)F)cc1)C1CC(c2cccc(F)c2)=NO1 (stereo not drawn),8%[57.5 µM]
Cc1ccc(NC(=O)COC(=O)[C@H](C)NC(=O)c2ccccc2)cc1S(=O)(=O)N1CCOCC1,6%[57.5 µM]
COc1ccc(CNC(=O)C(c2ccco2)N(Cc2ccccc2)C(=O)Cc2cccs2)cc1 (stereo not drawn),6%
O=C1N=C(O)CN1/N=C/c1ccc(-c2ccc([N+](=O)[O-])cc2)o1,-7%
COc1ccc(C(=O)OCC(=O)NCc2ccc3c(c2)OCO3)cc1[N+](=O)[O-],2%
COC(=O)c1cn(C(=O)c2ccc(C)c(C)c2)c2ccccc12,-6%
COc1cc(/C=C/C(=O)O)cc(S(=O)(=O)NCCCO)c1OC,-10%[57.5 µM]
COC(=O)c1sc(NC(=O)c2cccc([N+](=O)[O-])c2)c(C(N)=O)c1C,17%
Cc1cc(C(=O)NCCC2=CCCCC2)ccc1[N+](=O)[O-],1%
COC(=O)Nc1ccc(S(=O)(=O)N2CCCC(C(=O)N3CCCCC3)C2)cc1 (stereo not drawn),2%
Nc1nc2c(s1)CCCCCCCCCC2,-2%[57.5 µM]
